CHX counter = counter-screen hit for Shiga toxin inhibitors, cycloheximide; cell reporter, cycloheximide protein synthesis inhibition counterscreen; max response, %; 300,000 tested, 12% active; AID 2314; in the data active = max response mostly above about 13%, no sharp cut-off; inactive = mostly below about 14%; note: read at 38.3 µM for the half of the compounds with a filed dose; 0% is about no effect
Pf growth 96h = P. falciparum growth inhibition at 96 hour, primary screen for plastid delayed-death inhibitors; P. falciparum luciferase reporter growth, 96 h; Potency, µM (doses to about 28.7 µM), inactives show at the highest dose activity change, negative = inhibition, most hits filed as inhibitors; 320,000 tested, 6.9% active; note: potency is the fitted concentration of half-maximal effect; % is set by controls: 0 for no effect and ±100 for the full control effect
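Parasite growth measured via integrated firefly luciferase reporter in P. falciparum. Infected erythrocytes at 2% hematocrit, 0.05% parasitemia final were treated 96 hours at 37 C under 5% CO2, and luminescence was read.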
Pf growth 48h = P. falciparum growth inhibition at 48 hours (one generation) | 310,000 tested, 5.9% active | AID 504832 | P. falciparum luciferase growth in erythrocytes, 48 h | Potency, µM (series often up to 28.7 µM), for inactives: at the highest dose activity change, negative = inhibition, hits mostly inhibitors; note: potency is the fitted concentration of half-maximal effect; % is set by controls: 0 for no effect and ±100 for the full control effect
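Read-out is firefly luciferase luminescence from an integrated reporter in P. falciparum, so falling signal marks reduced parasite growth. Infected erythrocytes were at 2% hematocrit and 0.1% parasitemia (final) in Albumax-supplemented RPMI 1640.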
LmPK inh = inhibitors of Leishmania mexicana pyruvate kinase; Q27686; purified LmPK, Kinase-Glo ATP luminescence, 1 h; Potency, µM (highest dose often 57.5 µM), inactives show at the highest dose activity change, negative = inhibition, actives largely listed as inhibitors; 290,000 tested, 0.37% active; note: potency is the fitted concentration of half-maximal effect; % is set by controls: 0 for no effect and ±100 for the full control effect
Target sequence (Q27686 whole entry, looked up): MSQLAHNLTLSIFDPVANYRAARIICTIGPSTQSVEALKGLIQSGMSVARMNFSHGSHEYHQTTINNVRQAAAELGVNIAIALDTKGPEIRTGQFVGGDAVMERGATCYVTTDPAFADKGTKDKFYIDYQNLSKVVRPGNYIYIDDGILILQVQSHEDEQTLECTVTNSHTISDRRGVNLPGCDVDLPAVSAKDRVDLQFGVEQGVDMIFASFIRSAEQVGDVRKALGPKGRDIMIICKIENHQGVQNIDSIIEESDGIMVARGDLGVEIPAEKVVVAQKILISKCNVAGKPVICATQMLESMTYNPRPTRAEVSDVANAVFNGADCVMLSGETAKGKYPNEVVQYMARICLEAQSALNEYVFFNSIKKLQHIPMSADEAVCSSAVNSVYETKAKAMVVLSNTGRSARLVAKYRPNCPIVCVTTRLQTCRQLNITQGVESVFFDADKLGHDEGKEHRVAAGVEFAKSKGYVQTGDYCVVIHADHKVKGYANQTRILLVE
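In 50 mM imidazole pH 7.2 with 7 mM MgCl2, LmPK (0.1 nM) turned over PEP (0.5 mM) and ADP (0.1 mM) for 1 h at room temperature. Luciferase read-out of ATP.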
Shiga toxin inh = Shiga toxin inhibition; Vero cells, Shiga toxin protein synthesis inhibition reporter; inhibition, % at 38.7 µM; 290,000 tested, 9.2% active; AID 2315; in the data active = inhibition mostly above about 28%, no sharp cut-off; inactive = mostly below about 43%; note: 0% is about no effect
HCV inh = inhibitors of hepatitis C virus infection | Huh7.5.1 HCVcc-Cre infection, luciferase reporter, 44 h | Potency, µM (highest dose often 41.8 µM), for inactives: at the top dose activity change, negative = inhibition, most hits filed as inhibitors | 340,000 tested, 3.4% active; note: potency is the fitted concentration of half-maximal effect; % is set by controls: 0 for no effect and ±100 for the full control effect
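Cells (1,000/well) were plated 4 h before compound, then infected with HCVcc-Cre virus (~0.5 moi). After 44 h further culture, infection was read as luciferase luminescence following a 15 min substrate incubation at room temperature.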
TbPYK inhibitor = inhibitors of Trypanosoma brucei pyruvate kinase; TbPYK enzyme, Kinase-Glo Plus ATP luminescence, 45 min; AID 624173; Q57TT1; Potency, µM (top dose mostly 76.8 µM), for inactives: top-dose activity, negative = inhibition, most hits filed as inhibitors; 410,000 tested, 0.12% active; note: potency is the fitted concentration of half-maximal effect; % is set by controls: 0 for no effect and ±100 for the full control effect; nearly all actives have a fitted effect of over 50% in size
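Luminescence from Kinase-Glo Plus, added after a 45-minute room-temperature reaction, served as the end-point read-out. The enzyme and substrate were preincubated with compound before ADP (130 uM final) initiated turnover. Concentration-effect curves came from normalized qHTS data.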
Active calls of the source: *; & = joins results of further samples; [ ] = remark or other dose. Unless noted, calls come from the whole dose curve; as a rule, active = well fitted curve in the direction sought with a large enough effect; inconclusive = small, poorly fitted or top-dose-only effect, or another doubt; inactive = no such curve, though single readings can be large; an effect the other way counts as inactive or inconclusive.

Screening N/C(=N\OC(=O)c1cccc(Br)c1)c1ccc([N+](=O)[O-])cc1 returned CHX counter -3, Pf growth 96h 33%[activator], Pf growth 48h 39%[activator], LmPK inh -1%, Shiga toxin inh 11, HCV inh -17% and TbPYK inhibitor -6%.
Cn1c(CNC(=O)C2CCCCC2)cc2cc(Cl)ccc21 was read as CHX counter -1, Pf growth 96h -7%, Pf growth 48h -17%, LmPK inh -1%, Shiga toxin inh -1, HCV inh -2% and TbPYK inhibitor -4%.
`O=C(N/N=C/c1cc([N+](=O)[O-])ccc1O)C1CC1` gave CHX counter 0, Pf growth 96h 8%, Pf growth 48h inconclusive, LmPK inh -2%, Shiga toxin inh -13, HCV inh 3% and TbPYK inhibitor 2%.
For O=C(CSC1=NCCS1)Nc1cccc(F)c1 the results were CHX counter 12, Pf growth 96h 7%, Pf growth 48h -22%, LmPK inh 0%, Shiga toxin inh 41, HCV inh -6% and TbPYK inhibitor 3%.
For Cc1ccc(CNC(=O)[C@H](C)NC(=O)C2CCN(C(=O)[C@@H](N)CC(C)C)CC2)cc1 the results were CHX counter -2, Pf growth 96h -17%, Pf growth 48h 73%[activator], LmPK inh 5%, Shiga toxin inh 2, HCV inh 22% and TbPYK inhibitor -9%.
Screening O=C(O)c1c(F)c(F)c(F)c(F)c1-c1ccc(Cl)cc1 returned CHX counter -1, Pf growth 96h inconclusive, Pf growth 48h 13%, LmPK inh -2%, Shiga toxin inh 49, HCV inh 22% and TbPYK inhibitor 3%.
`O=Nc1ccc(NOC(=O)c2ccccc2)cc1` gave CHX counter 44*, Pf growth 96h 6%, Pf growth 48h 62%[activator], LmPK inh 13µM*, Shiga toxin inh 47*, HCV inh 1% and TbPYK inhibitor inconclusive.
Cc1nc2ccc(Cl)cc2c(-c2ccccc2Cl)c1CC(=O)O was read as CHX counter -1, Pf growth 96h 7%, Pf growth 48h -9%, LmPK inh 1%, Shiga toxin inh -5, HCV inh 5% and TbPYK inhibitor -3%.
Screening CC(C)CN(C(=O)c1cc(Cl)nc2ccccc12)C1CCS(=O)(=O)C1 (configuration not stated) returned Pf growth 96h 35%[activator], Pf growth 48h inconclusive, HCV inh 37%[activator] and TbPYK inhibitor -1%.
Screening O=S(=O)(c1ccc(N2CC=C(c3ccccc3)CC2)nc1)N1CCCC1 returned CHX counter 4, Pf growth 48h inconclusive, LmPK inh 1%, Shiga toxin inh -16, HCV inh inconclusive and TbPYK inhibitor 5%.
`COc1ccc(C(=O)N2CCCN(C)CC2)cc1S(=O)(=O)N1CCCc2ccccc21` gave CHX counter 26*, Pf growth 96h inconclusive, Pf growth 48h -17%, LmPK inh 0%, Shiga toxin inh 51*, HCV inh -15% and TbPYK inhibitor 0%.
`Cc1ccc(C(=O)OCC(=O)NNC(=O)c2ccccc2)c(O)c1` gave CHX counter -2, Pf growth 96h 34%[activator], Pf growth 48h 0%, LmPK inh -9%, Shiga toxin inh 24, HCV inh -4% and TbPYK inhibitor -6%.
Screening Cc1sc2nc(SCC(=O)C(C)(C)C)n(Cc3ccco3)c(=O)c2c1C returned CHX counter 1, Pf growth 96h 10µM*, Pf growth 48h 3.7µM*, LmPK inh 1%, Shiga toxin inh -6, HCV inh inconclusive and TbPYK inhibitor 2%.
`O=C(N/N=C/c1cccc2ccccc12)c1cccc(F)c1` gave CHX counter 63*, Pf growth 96h 0%, Pf growth 48h inconclusive, LmPK inh -5%, Shiga toxin inh 79*, HCV inh inconclusive and TbPYK inhibitor 2%.
O=C(Cn1[nH]c(=O)c2ccccc2c1=O)Nc1cccc(S(=O)(=O)N2CCCCCC2)c1 was read as CHX counter 0, Pf growth 96h inconclusive, Pf growth 48h -28%, LmPK inh 4%, Shiga toxin inh -5, HCV inh -1% and TbPYK inhibitor 3%.
For COc1cccc(C2=CC(c3ccccc3)n3ncnc3N2)c1 (configuration not stated) the results were CHX counter -3, Pf growth 96h inconclusive, Pf growth 48h inconclusive, LmPK inh 0% and Shiga toxin inh 14.
`COc1cccc(-c2cc(C(=O)Nc3cc(C)nn3-c3ccccc3)no2)c1` gave CHX counter -3, Pf growth 96h inconclusive, Pf growth 48h 16%, LmPK inh 7%, Shiga toxin inh -25, HCV inh inconclusive and TbPYK inhibitor -10%&2%.
`COc1ccc(CCNC(=O)C(CC(C)C)NC(N)=O)cc1` (configuration not stated) gave CHX counter -2, Pf growth 96h 23%, Pf growth 48h -20%, LmPK inh 6%, Shiga toxin inh -9, HCV inh 1% and TbPYK inhibitor 1%.
For CO/N=C/CC(=O)c1ccc([N+](=O)[O-])c(CS(=O)(=O)c2ccc(Cl)cc2)c1 the results were CHX counter 2, Pf growth 96h inconclusive, Pf growth 48h 15µM*, LmPK inh -1%, Shiga toxin inh 2, HCV inh inconclusive and TbPYK inhibitor 2%.
For c1ccc(C2COC(c3cccs3)=N2)cc1 (configuration not stated) the results were CHX counter 23*, Pf growth 96h 24%, Pf growth 48h 0%, LmPK inh 3%, Shiga toxin inh 39, HCV inh 8% and TbPYK inhibitor -5%.
Screening O=C(c1cnc(N2CCN(c3ncccn3)CC2)c2ccccc12)N1CCN(c2ccccn2)CC1 returned CHX counter -4, Pf growth 96h inconclusive, Pf growth 48h inconclusive, LmPK inh 2%, Shiga toxin inh -13, HCV inh inconclusive and TbPYK inhibitor -2%.
Screening CS(=O)(=O)Cc1ccc(C(=O)NC2CCSc3ccccc32)cc1 (configuration not stated) returned CHX counter 1, Pf growth 96h 19%, Pf growth 48h 22%, LmPK inh -2%, Shiga toxin inh 3, HCV inh -1% and TbPYK inhibitor 3%.
CS(=O)(=O)N(Cc1ccc(C(=O)NCCSCc2ccco2)cc1)c1ccccc1 was read as CHX counter -3, LmPK inh 13%, Shiga toxin inh -21, HCV inh -21% and TbPYK inhibitor -1%.
Screening C=CCNC(=S)/N=c1/ccccn1C returned CHX counter 1, Pf growth 96h inconclusive, Pf growth 48h 4%, LmPK inh -6%, Shiga toxin inh -7, HCV inh 17% and TbPYK inhibitor 2%.
Screening Cc1c(NC(=O)C(C)Sc2nc(N)cc(=O)[nH]2)c(=O)n(-c2ccccc2)n1C (configuration not stated) returned Pf growth 96h -5%, Pf growth 48h -9%, HCV inh 8% and TbPYK inhibitor -11%.
Cn1c(Cn2c(=O)sc3ccccc32)nnc1SCC(=O)NCc1ccc2c(c1)OCO2 was read as CHX counter -4, Pf growth 96h -5%, Pf growth 48h -1%, LmPK inh -1%, Shiga toxin inh -4, HCV inh 14% and TbPYK inhibitor -15%.
`COc1ccc(CN2CCC(=O)N(CCO)CC2)cc1OC` gave CHX counter 2, Pf growth 96h 24%, Pf growth 48h -2%, LmPK inh -1%, Shiga toxin inh 12, HCV inh 11% and TbPYK inhibitor 3%.
For C=CCNc1nnc(Cc2ccc(F)cc2)c(=O)[nH]1 the results were CHX counter 5, Pf growth 96h 23%, Pf growth 48h 5%, LmPK inh -1%, Shiga toxin inh -2, HCV inh 1% and TbPYK inhibitor -7%.
Screening CC(C)c1nc2cc(C(=O)NC(C)c3cnn(C)c3)ccc2o1 (configuration not stated) returned CHX counter 17*, Pf growth 96h -15%, Pf growth 48h 18%, LmPK inh -13%, Shiga toxin inh 21, HCV inh 9% and TbPYK inhibitor 0%.
CCOc1ccc(S(=O)(=O)N2CCN(Cc3ccc4c(c3)OCO4)CC2)cc1OCC was read as CHX counter -5, Pf growth 96h -13%, Pf growth 48h 4%, LmPK inh -2%, Shiga toxin inh 16, HCV inh -25% and TbPYK inhibitor -1%.
For CC1(C)C(=O)OC(c2ccco2)C(C)(C)C1=O (configuration not stated) the results were CHX counter 7, Pf growth 96h 27%, LmPK inh 6%, Shiga toxin inh -8, HCV inh 14% and TbPYK inhibitor -1%.
`CC1=C(/C=C/C(=O)O)C(C)(C)CCC1` gave CHX counter -3, Pf growth 48h -8%, LmPK inh -1%, Shiga toxin inh 4, HCV inh 12% and TbPYK inhibitor 2%.
CC1CCN(S(=O)(=O)c2ccccc2[N+](=O)[O-])CC1 was read as CHX counter -2, Pf growth 96h inconclusive, Pf growth 48h -9%, LmPK inh 3%, Shiga toxin inh -7, HCV inh 4% and TbPYK inhibitor 4%.
Screening COc1cccc(CN(C)C(=O)C(CCSC)NS(=O)(=O)c2ccc3c(c2)OCCO3)c1OC (configuration not stated) returned Pf growth 96h inconclusive, Pf growth 48h 12µM*, HCV inh inconclusive and TbPYK inhibitor -15%.
CCN(Cc1cc(=O)[nH]c2ccccc12)C(=O)c1ccc(C)cc1 was read as CHX counter 9, Pf growth 96h 13%, Pf growth 48h 8%, LmPK inh 3%, Shiga toxin inh 52, HCV inh 22% and TbPYK inhibitor -3%.
CCOc1ccc(-n2c(=O)c3sccc3n(CC(=O)NCC3CCCO3)c2=O)cc1 (configuration not stated) was read as CHX counter -4, Pf growth 96h inconclusive, Pf growth 48h 39%[activator], LmPK inh -8%, Shiga toxin inh -17, HCV inh 9% and TbPYK inhibitor 4%.
Screening Cn1c(=O)c2c(ncn2CC(=O)N/N=C/C(Br)=C/c2ccccc2)n(C)c1=O returned CHX counter -5, Pf growth 96h 6%, Pf growth 48h 7%, LmPK inh 3%, Shiga toxin inh 1, HCV inh 6% and TbPYK inhibitor -5%.
COc1ccc2cc3cc(C(=O)NCCCN4CCC(C)CC4)oc3nc2c1 was read as CHX counter 43*, Pf growth 96h -31%, Pf growth 48h inconclusive, LmPK inh -4%, Shiga toxin inh 128*, HCV inh inconclusive and TbPYK inhibitor 0%.
Screening O=C(O)/C=C/C(=O)NNC(=O)c1cc(-c2ccccc2)n[nH]1 returned CHX counter -1, Pf growth 96h -13%, Pf growth 48h 6%, LmPK inh 2%, Shiga toxin inh -3, HCV inh 3% and TbPYK inhibitor inconclusive.
For CCOC(=O)c1[nH]nc(-c2c(O)cc(C)cc2O)c1-c1csc(C)n1 the results were CHX counter -1, Pf growth 96h -12%, LmPK inh 2%, Shiga toxin inh -7, HCV inh 10% and TbPYK inhibitor 4%.
`Cc1nn2c(nc1=O)SCC(c1ccccc1)=N2` gave CHX counter -2, Pf growth 96h 15%, Pf growth 48h 88%[activator], LmPK inh -4%, Shiga toxin inh 28, HCV inh -4%&-27% and TbPYK inhibitor -5%.

Retrieved by compound from the list above:
CC1CCN(S(=O)(=O)c2ccccc2[N+](=O)[O-])CC1 was read as CHX counter -2, Pf growth 96h inconclusive, Pf growth 48h -9%, LmPK inh 3%, Shiga toxin inh -7, HCV inh 4% and TbPYK inhibitor 4%.
CCN(Cc1cc(=O)[nH]c2ccccc12)C(=O)c1ccc(C)cc1 was read as CHX counter 9, Pf growth 96h 13%, Pf growth 48h 8%, LmPK inh 3%, Shiga toxin inh 52, HCV inh 22% and TbPYK inhibitor -3%.
`CC1=C(/C=C/C(=O)O)C(C)(C)CCC1` gave CHX counter -3, Pf growth 48h -8%, LmPK inh -1%, Shiga toxin inh 4, HCV inh 12% and TbPYK inhibitor 2%.
CCOc1ccc(-n2c(=O)c3sccc3n(CC(=O)NCC3CCCO3)c2=O)cc1 (configuration not stated) was read as CHX counter -4, Pf growth 96h inconclusive, Pf growth 48h 39%[activator], LmPK inh -8%, Shiga toxin inh -17, HCV inh 9% and TbPYK inhibitor 4%.

Source: PubChem

No enrichment for hits. Share with any hit: about 24%.
